Kir21 block: inhibitors of mouse Kir2.1 inward-rectifier potassium channel | Inward rectifier potassium channel 2 (Mus musculus), P35561 | HEK293-Kir2.1, FluxOR thallium flux fluorescence; hits give low values | B-score at 10 µM | 0.85% of 310,000 active | AID 1672, 2009;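 active = fluorescence ratio B-score at or below minus 3 SD of library scores, with starting-brightness B-score within 2 SD, cut at about -4.2 in these data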;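 note: channel flux triggered by added potassium and thallium sulfate stimulus; B-score of peak minus minimum fluorescence over baseline after thallium stimulus; more negative B-score means stronger Kir2.1 block with less thallium influx; some compounds called inactive have numbers as strong as hits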
KCNQ2 block: KCNQ2 potassium channel inhibitors, primary screen, cell-based, CHO-K1, FluxOR thallium flux, B-score (AID 2156); B-score at 10 µM; 1.1% of 310,000 active; Potassium voltage-gated channel subfamily KQT member 2 (Rattus norvegicus), O88943; 20 min; hits give low values;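 active = fluorescence ratio B-score at most minus 3 library SDs, with starting brightness B-score within 2 library SDs, cut at about -5.5 in these data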
Target sequence (O88943 whole entry, looked up): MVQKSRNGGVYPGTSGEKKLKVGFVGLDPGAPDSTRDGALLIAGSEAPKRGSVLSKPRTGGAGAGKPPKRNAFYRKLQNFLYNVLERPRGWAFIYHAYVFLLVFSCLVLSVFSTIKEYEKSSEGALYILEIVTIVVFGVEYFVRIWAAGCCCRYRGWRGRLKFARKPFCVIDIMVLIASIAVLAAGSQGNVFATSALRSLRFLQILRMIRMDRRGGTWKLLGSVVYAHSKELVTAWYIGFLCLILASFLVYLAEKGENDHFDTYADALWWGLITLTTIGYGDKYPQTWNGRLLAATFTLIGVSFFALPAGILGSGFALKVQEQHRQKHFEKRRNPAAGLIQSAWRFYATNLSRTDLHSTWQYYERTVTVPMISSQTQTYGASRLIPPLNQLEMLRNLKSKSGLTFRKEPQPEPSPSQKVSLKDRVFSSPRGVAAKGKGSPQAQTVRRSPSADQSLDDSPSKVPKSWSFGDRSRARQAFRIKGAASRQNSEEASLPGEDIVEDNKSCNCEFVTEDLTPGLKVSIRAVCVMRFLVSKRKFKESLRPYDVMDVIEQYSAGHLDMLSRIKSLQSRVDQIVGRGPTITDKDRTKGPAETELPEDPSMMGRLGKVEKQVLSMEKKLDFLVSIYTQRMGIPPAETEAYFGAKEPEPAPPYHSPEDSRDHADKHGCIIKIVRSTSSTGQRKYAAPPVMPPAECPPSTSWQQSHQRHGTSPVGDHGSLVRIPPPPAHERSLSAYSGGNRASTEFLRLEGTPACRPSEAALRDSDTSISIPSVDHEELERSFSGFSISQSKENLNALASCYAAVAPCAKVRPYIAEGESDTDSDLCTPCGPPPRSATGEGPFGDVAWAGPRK
CHT block: inhibitors of human choline transporter CHT | CHT-expressing cells, membrane potential dye, choline response; hits give low values | B-score at 10 µM | 0.86% of 310,000 active | AID 488975, 2010;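 active = B-score over 3 SD under the library average, and starting fluorescence ratio not unusually high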;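 note: choline stimulus applied at its EC90 after an EC20 pre-addition; B-score computed on integrated fluorescence ratio after choline addition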
* hit, by the source's call; i = inactive.

Kir21 block	KCNQ2 block	CHT block	SMILES
0.34	i	i	C=CCNC(=S)Nc1nc2c(cc1C(=O)OCC)COC(C)(C)C2
1.6	i	i	c1cc2[nH]snc2c2nc(C3CC3)nc12
0.01	i	i	Cc1ccc2c(c1)N(CC(=O)NC1CCCCC1C)C(=O)CO2 (stereo not given)
0.1	i	i	Cc1ccc(S(=O)(=O)N2CCCOC2)cc1
1.2	i	i	COc1ccccc1N1CCN(c2ccc([N+](=O)[O-])nc2)CC1
-1.2	i	i	O=C(CCC(=O)N1CCOc2ccccc21)N1CCCCC1
-0.7	i	i	COc1ccc(NS(=O)(=O)/C=C/c2ccccc2)cc1
1.3	i	i	O=c1c2c3c(sc2nc2sc(C4CC4)nn12)CCCC3
2.3	i	i	O=C(COc1ccc(-n2cnnn2)cc1)N1CCN(c2ccc(F)cc2)CC1
1.4	i	i	Cc1ccc2c(N)c(C(=O)c3ccccc3)sc2n1
0.09	i	i	CC(=O)c1ccc(NC(=O)C(C)OC(=O)c2ccc3c(c2)nc(C)n3-c2ccccc2)cc1 (stereo not given)
0.19	i	i	CCOC(=O)/C(=C\C=C\N1CCOCC1)C(C)=O
1.6	i	i	COc1ccc(NC(=O)COc2ccc(S(=O)(=O)N3CCOCC3)cc2C)cc1OC
-1.2	i	i	Oc1ccc(/C=N/N(c2ccccc2)c2ccccc2)cc1O
0.94	i	i	CCCC(=O)Nc1nc(C(=O)OCC)cs1
0.97	i	i	Cc1nc2cc(-c3ccc(Cl)cc3)nn2c(C)c1CCC(=O)NC(C)c1ccc2c(c1)OCCO2 (stereo not given)
-1.1	i	i	COc1ccccc1NC(=O)c1cc(C)nc2ccccc12
1	i	i	COCCCNC(=O)C1CC(=O)N(C2CCCC2)C1 (stereo not given)
-0.03	i	i	CCn1c(CNS(=O)(=O)c2ccc(Cl)cc2)n[nH]c1=S
0.24	i	i	COc1cccc(NC(=O)C2C3CC4OC(=O)C2C4C3)c1 (stereo not given)
0.07	i	i	N#Cc1cnn2ccc(-c3cc(N4CCOCC4)ccc3[N+](=O)[O-])nc12
-0.7	i	i	CC(C)CCOCC(=O)Nc1cccc(C(=O)O)c1
-1	i	i	CN(C)S(=O)(=O)c1ccc(Cl)c(C(=O)Nc2cccc3ncccc23)c1
-1.1	i	i	COc1ccc(C2C=C(c3ccccc3)Nc3nc(CCCO)nn32)cc1 (stereo not given)
0.14	i	i	O=C(NCC(=O)N(c1ccc(Cl)cc1)C(C(=O)NC1CCCC1)c1ccncc1)c1ccco1 (stereo not given)
1.2	i	i	Cc1cc(C(=O)COC(=O)c2n[nH]c3ccccc23)c(C)n1C
1.3	i	i	COc1cccc(-c2nnc(SCC(=O)N(C(C)C)C(C)C)o2)c1
-0.54	i	-5*	CCOC(=O)N/N=C/c1ccc(OCCSc2ccc(Cl)cc2)c(OCC)c1
2.5	i	i	Cc1ccc(S(=O)(=O)NC2=NCN(C)CN2)cc1[N+](=O)[O-]
1.2	i	i	O=C(CSc1ncn[nH]1)NCc1ccc2c(c1)OCO2
-1.4	i	i	CCc1nn(C(C)C(=O)N2CCN(c3ccccc3)CC2)c(=O)c2cc3occc3n12 (stereo not given)
-0.53	i	i	O=C(NCC(O)CO)c1ccc2[nH]c3ccccc3c2c1 (stereo not given)
-0.26	i	i	Cc1ccc(NC(=S)N2CCCC2)cc1Cl
1.7	i	i	NC(=O)COC(=O)CSc1ccc2ccccc2c1
-0.11	i	i	CCCCCCCCC(=O)NCCOc1ccc(OC)cc1
-0.5	i	i	Cc1ccccc1C1CCCN(Cc2nc(C3CC3)no2)C1 (stereo not given)
1.1	i	i	CCC(=O)c1ccc(OCC(O)CN2CCCCC2)cc1 (stereo not given)
0.41	i	i	CCn1c(COc2ccccc2OC)nnc1SCC(=O)NC1CCCC1
0.66	i	i	O=C(Cc1ccc(F)cc1)NCCS(=O)(=O)N1CCN(c2cccc(Cl)c2)CC1
1.7	i	i	O=C(CSc1cccc[n+]1[O-])NC1CCCCCCC1
-3.1	i	i	CCN(CCO)Cc1cc(=O)oc2cc3c(cc12)CCC3
-2.9	i	i	CN(CCCNC(=O)CSc1cc(=O)n(C)c2cc(Cl)ccc12)Cc1ccccc1
2.3	i	i	O=C(CSc1ccc(F)cc1)Nc1ccccc1Br
0	i	i	O=C(CN1CCN(C(=O)c2ccco2)CC1)Nc1ccccc1
-0.89	i	i	CC(=O)N1CC(C)Oc2ccc(S(=O)(=O)NC(CC(=O)O)c3ccccc3C)cc21 (stereo not given)
0.05	i	i	COc1ccc(N2CC(C(=O)N3CCC(c4nc5ccccc5[nH]4)CC3)CC2=O)cc1 (stereo not given)
-0.71	i	i	Cc1ccc(-n2cc(CNCCN3CCOC3=O)c(-c3cccc(C)c3)n2)cc1
-2.3	i	i	O=C(CSc1nc(C2CC2)nc2ccccc12)N1CCCCC1
0.01	i	i	CCC(CC)N1CCN(C(=O)c2cc(OC)c(OC)c(OC)c2)CC1
-0.55	i	i	C=CCOC(=O)C1=C(C)NC(SCC(=O)NC(=O)OCC)=C(C#N)C1c1cccnc1 (stereo not given)
1	i	i	O=C(CCS(=O)(=O)Cc1ccccc1)NCc1ccco1
1.5	i	i	CCOc1cc(C(=O)OCc2ccc([N+](=O)[O-])cc2)ccc1OCC(=O)N1CCOCC1
-0.24	i	i	Cc1cccc(N2CCN(C(=O)c3ccc(NC4=NC5CS(=O)(=O)CC5S4)cc3)CC2C)c1 (stereo not given)
0.64	i	i	COc1ccc(NC(=O)COC(C)=O)cc1Cl
1.5	i	i	COc1ccc(C(CC(=O)N2CCCC2)c2ccc(F)cc2)cc1 (stereo not given)
0.88	i	i	CCOc1ccccc1N1C(=O)CN(Cc2ccc(OC)c(OC)c2)C1=S
-0.95	i	i	Cc1ccc(C(=O)/C=C/c2ccc(F)cc2)o1
1.3	i	i	COc1ccc(CNC(=S)NCc2ccc(Cl)cc2)cc1OC
0.11	i	i	O=C(Oc1cccc(N2C(=O)CCC2=O)c1)C1CC(=O)N(c2ccc(Br)cc2)C1 (stereo not given)
-0.03	i	i	CCc1ccc(Nc2cc(C)nc3nc(C)nn23)cc1

Records listed so far printed as active in CHT block.
Kir21 block	KCNQ2 block	CHT block	SMILES
-0.54	i	-5*	CCOC(=O)N/N=C/c1ccc(OCCSc2ccc(Cl)cc2)c(OCC)c1

(more compounds)
Kir21 block	KCNQ2 block	CHT block	SMILES
1.6	i	i	CC(=O)Nc1ccc(S(=O)(=O)N(C)c2nc3ccccc3nc2Cl)cc1
0.01	i	i	COc1ccc(N(CC(=O)NCC(C)C)S(=O)(=O)c2ccccc2)cc1
0.24	i	i	CCOC(=O)C1=C(C)C(c2ccccc2O)NC(=O)N1 (stereo not given)
1.3	i	i	Cc1ccc(SCCN)cc1C
0.99	i	i	O=c1nc2n(c3ccc([N+](=O)[O-])cc13)CCCCC2
0.59	i	i	CC(C)(C)Nc1nc(SCC(=O)Nc2ccccc2)nc(N2CCOCC2)n1
0.29	i	i	CC1OC(Nc2ccc(N=Nc3ccccc3)cc2)C(O)C(O)C1O (stereo not given)
0.08	i	i	O=C1CC(c2ccccc2)Cc2nc3nc(C(F)(F)F)nn3cc21 (stereo not given)
0.15	i	i	CCCCC(=O)NCc1ccc(F)cc1
0.31	i	i	COc1cc(OC)c(NC(=O)C2CCCO2)cc1Cl (stereo not given)
1.2	i	i	O=C(CNC(=O)c1ccco1)OC(C(=O)c1ccccc1)c1ccccc1 (stereo not given)
-1.6	i	i	Cc1ccc(S(=O)(=O)N(NC2=NS(=O)(=O)c3ccccc32)C(=O)c2ccccc2)cc1
0.11	i	i	O=S1(=O)N=C(N2CCc3ccccc3C2)c2ccccc21
1.9	i	i	Nc1c(C(=O)N/N=C/c2cccnc2)cnn1-c1ccccc1
-0.45	i	i	COc1cc(C(=O)OCC(C)=O)c([N+](=O)[O-])cc1OC
-0.31	i	i	O=C1CCC(C(=O)OCc2nnc(-c3ccc(Cl)cc3)o2)=NN1
-1.8	i	i	O=C(CCNC(=O)C1CCN(S(=O)(=O)c2ccc(F)cc2)CC1)NC1CC1
-0.09	i	-5.5*	CCOc1ccccc1NC(=O)CSc1nc2ccccc2nc1N1CCCC1
1.5	i	i	COc1ccc(CN(CC2CCCO2)C(=O)CN2C(=O)COc3ccccc32)cc1OC (stereo not given)
-0.05	i	i	CCC(C)c1ccc(C2C3=C(Nc4nc(N)[nH]c(=O)c42)c2ccccc2C3=O)cc1 (stereo not given)
0.47	i	i	COc1ccc(OC)c(NC(=O)c2ccc(Cl)cc2)c1
-0.04	i	i	CCOc1ccc(CCNC(=O)c2c(C)noc2C)cc1OCC
-0.73	i	i	Cc1nc(N2CCOCC2)c2c(C)c(C(=O)Nc3ccc(C(F)(F)F)cc3)sc2n1
-0.04	i	i	CCC(COC)NC(=O)CCc1nnc(Cc2c[nH]c3ccccc23)o1 (stereo not given)
1	i	i	CSc1cc(-c2ccc(Cl)cc2)c(C(=O)NN)s1
-1.9	i	i	COc1c(Cl)cc(-c2noc(C)c2C(=O)NCc2ccc3c(c2)OCO3)cc1Cl
-0.16	i	i	O=[N+]([O-])c1ccc(-[n+]2nc(-c3ccccc3)nn2-c2ccccc2)cc1
0.42	i	i	Cc1nn(C(C)C(=O)Nc2sc3c(c2C#N)CCCC3)c(C)c1[N+](=O)[O-] (stereo not given)
0.05	i	i	NC(=S)NC(=O)c1ccccc1
2.2	i	i	Nc1cc(N)nc(SCC(=O)Nc2ccc(Br)cc2Cl)n1
-0.13	i	i	Cn1cc(/C=N/n2cnc3scc(-c4ccc(Cl)cc4)c3c2=O)c2ccccc21
-0.04	i	i	O=c1[nH]c(SCc2ccc(Cl)cc2)nc2ccccc12
1.7	i	i	O=C(CCC(=O)N(CC(=O)NC1CCCCC1)Cc1cccs1)Nc1nccs1
0.76	i	i	C/C(=C1/SC(N2CCOCC2)=NC1=O)c1ccc(Cl)cc1
0.07	i	i	CC1CCCN(C(=O)C2CCN(c3ncnc4c3nc3n4CCCCC3)CC2)C1 (stereo not given)
0.01	i	i	CN(C)Cc1c(O)ccc2c(=O)c(-c3ccccc3Cl)coc12
1.5	i	i	Cc1noc(NS(=O)(=O)c2ccc(N/C=C/C(=O)c3ccccc3)cc2)c1C
2.9	i	i	Cc1cc(C)n(-c2nnc(C)n2/N=C/c2ccc(O)cc2)n1
2.2	i	i	O=C(NC1CCCC1)C(c1ccccc1)N(C(=O)c1csnn1)c1ccccc1F (stereo not given)
1.1	i	i	CCOc1ccc(N(CC)S(=O)(=O)c2ccc3c(c2)n(C)c(=O)c(=O)n3C)cc1
1.6	i	i	C#CCn1c(-c2cccs2)nc2ccccc21
1.6	i	i	CCCCC(=O)Oc1c(S(=O)(=O)c2ccc(C)cc2)c(C)nn1C(C)(C)C
-0.42	i	i	CS(=O)(=O)N(CC(=O)Nc1cccc([N+](=O)[O-])c1)c1ccccc1
0.37	i	i	N=c1c(C(=O)NCc2ccc(F)cc2)cc2c(=O)n3ccccc3nc2n1Cc1cccnc1
-0.89	i	i	CC(C)(C)CC(C)(C)NC(=O)c1ccccc1

Limited to Kir21 block, for some of the entries so far:
| Structure | Kir21 block |
| --- | --- |
| CCC(=O)c1ccc(OCC(O)CN2CCCCC2)cc1 (stereo not given) | 1.1 |
| CCn1c(COc2ccccc2OC)nnc1SCC(=O)NC1CCCC1 | 0.41 |
| O=C(Cc1ccc(F)cc1)NCCS(=O)(=O)N1CCN(c2cccc(Cl)c2)CC1 | 0.66 |

(continued)
Kir21 block	KCNQ2 block	CHT block	SMILES
-0.62	i	i	Cc1ccc(S(=O)(=O)N2CCN(C(=O)c3cccc(F)c3)CC2)cc1
-0.76	i	i	COc1cccc(/C=N/NC(=O)CSc2ccccc2C)c1OC
-1.2	i	i	COc1ccc(NC(=O)COc2cccc(C(F)(F)F)c2)cn1
1.6	i	-9.3*	O=S(=O)(NCCN1CCOCC1)c1cccs1
2.4	i	i	O=C(Cn1nc(-c2ccccc2)ccc1=O)Nc1ccc(NC(=O)c2ccccn2)cc1
0.47	i	i	CCCCCCn1c(=O)c(Cc2ccccc2)c(O)c2ccccc21
-0.23	i	i	CCOC(=O)N1CCN(C2CC(=O)N(c3ccc(C)cc3)C2=O)CC1 (stereo not given)
0.95	i	i	COc1ccc(C(=O)n2c(C)c(CCO)c(=O)n2C)cc1
0.15	i	i	CCN(CC(=O)Nc1ccccc1C(F)(F)F)C(=O)CN1C(=O)NC(C)(c2ccccc2)C1=O (stereo not given)

Rewritten as a markdown table: entries from further up.
| Structure | Kir21 block | KCNQ2 block | CHT block |
| --- | --- | --- | --- |
| COc1ccc(C(CC(=O)N2CCCC2)c2ccc(F)cc2)cc1 (stereo not given) | 1.5 | i | i |
| CCOc1ccccc1N1C(=O)CN(Cc2ccc(OC)c(OC)c2)C1=S | 0.88 | i | i |
| Cc1ccc(C(=O)/C=C/c2ccc(F)cc2)o1 | -0.95 | i | i |
| COc1ccc(CNC(=S)NCc2ccc(Cl)cc2)cc1OC | 1.3 | i | i |
| O=C(Oc1cccc(N2C(=O)CCC2=O)c1)C1CC(=O)N(c2ccc(Br)cc2)C1 (stereo not given) | 0.11 | i | i |
| CCc1ccc(Nc2cc(C)nc3nc(C)nn23)cc1 | -0.03 | i | i |
| CC(=O)Nc1ccc(S(=O)(=O)N(C)c2nc3ccccc3nc2Cl)cc1 | 1.6 | i | i |

Screening results: PubChem BioAssay, Johns Hopkins Ion Channel Center
